High-throughput results (PubChem BioAssay)
VHR inh color: VHR1 (DUSP3) phosphatase inhibition; inhibition, % at 20 µM; recombinant VHR phosphatase, colorimetric substrate read-out; 0.7% of 50,000 active; AID 1992; in the data active means inhibition above about 60%; further: some results filed as inactive read as strong as hits
Target sequence (P51452 whole entry, looked up): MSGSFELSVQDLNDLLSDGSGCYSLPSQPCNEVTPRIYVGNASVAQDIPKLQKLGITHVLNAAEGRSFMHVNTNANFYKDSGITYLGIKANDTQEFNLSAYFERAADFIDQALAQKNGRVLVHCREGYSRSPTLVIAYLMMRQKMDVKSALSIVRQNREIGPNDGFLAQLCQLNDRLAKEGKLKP
* = called active by the depositor.

structure	VHR inh color
Cc1cccc(N2C(=O)NC(=O)/C(=C\c3cc(Br)c(O)c([N+](=O)[O-])c3)C2=O)c1	-9.5
O=C1NC(=O)N(c2ccc(Br)cc2)C(=O)/C1=C/c1ccc2c(c1)OCO2	-9.8
CCN(CC)CCOCCOCCN(CC)CC	-5.4
CCc1c(C)sc(NC(=O)CCc2ccc(OC)cc2)c1C(=O)OC	-24.6
CCOc1ccc(C(=O)COC(=O)CC)cc1	-20.1
O=C(CSc1nc2ccccc2o1)c1cccc([N+](=O)[O-])c1	-38.8
COc1ccc(OCCCCn2ccnc2)cc1	-6.0
O=C(CSc1ncccn1)N/N=C/c1ccccc1O	-26.0
Cc1ccc(S(=O)(=O)/N=C(/NC(=S)N2CCOCC2)c2ccccc2)cc1	-19.8
CCOC(=O)c1cc2c(nc1NC(=S)Nc1ccccc1)CC(C)(C)OC2	-8.1
COC(=O)c1cc(C(=O)Nc2ccccn2)cc([N+](=O)[O-])c1	-76.9
CCC1CCCCN1C(=O)c1cnn2c(C(F)(F)F)cc(-c3ccc(C)cc3)nc12 (centres undefined)	14.4

Structural class: the compounds so far with a carbonyl joined to an NH by a bond outside any ring
structure	VHR inh color
CCc1c(C)sc(NC(=O)CCc2ccc(OC)cc2)c1C(=O)OC	-24.6
O=C(CSc1ncccn1)N/N=C/c1ccccc1O	-26.0
COC(=O)c1cc(C(=O)Nc2ccccn2)cc([N+](=O)[O-])c1	-76.9

(next part)
structure	VHR inh color
Cc1ccc(C2/C(=C(/O)c3ccccc3)C(=O)C(=O)N2CC2CCCO2)cc1 (centres undefined)	-0.6
COc1ccc(CC(=O)NC2CC(C)(C)NC(C)(C)C2)cc1OC	-12.5
CCOc1ccc(C(=O)Nc2ccc(Br)cn2)cc1Cl	-2.4
Cc1cc(Cl)ccc1OCCCC(=O)NO	-22.6
CCOC(=O)c1[nH]nc2c1C(=O)N(c1ccc(Br)cc1)C2=O	98.1*
Cc1ccc(NC(=O)COc2ccc3ccccc3c2)c([N+](=O)[O-])c1	5.3
O=C(c1ccc(Br)cc1)N1CCN(c2ccccn2)CC1	10.2
Cc1ccc(/C=C/C(=O)Nc2cccc(Cl)c2C)o1	35.4
O=C(NC(=S)NCc1ccccn1)c1ccc([N+](=O)[O-])cc1	4.3
CCCCOc1ccc(C(=O)Nc2cc(-c3nc4ccccc4o3)ccc2OC)cc1	-8.0
CC(=O)c1cc(-c2ccccc2)[nH]c1N1CCOCC1	10.5
C=CCC1NC2(CCCCC2)Cc2cc(OC)c(OC)cc21 (centres undefined)	1.9
COc1cc(/C=c2\sc3nc4ccccc4n3c2=O)cc(I)c1OCC(=O)O	1.0
O=C(O)c1ccc(N2C(=O)CC(NC3CCN(Cc4ccccc4)CC3)C2=O)cc1 (centres undefined)	6.7
Cc1ccc(SCCNS(C)(=O)=O)cc1	-23.8
O=C(c1ccccc1)N1CCN(c2cc(N3CCCC3)c(F)cc2[N+](=O)[O-])CC1	-4.9
CC(C)c1ccc(NC(=O)CN(CCc2ccccc2)S(=O)(=O)c2ccccc2)cc1	-6.7
COC(=O)c1sccc1NC(=O)c1cc(-c2ccc(OC)cc2OC)nc2ccccc12	-34.3
Cc1ccc(-c2nc3cc(NCc4ccc5c(c4)OCO5)ccc3o2)cc1	11.0
CCOC(=O)C(Cc1ccc(NC(=O)/C(=C/c2ccc(OC(C)=O)cc2)NC(C)=O)cc1)N1C(=O)c2ccccc2C1=O (centres undefined)	23.7
COc1ccc(OC)c(N(CC(=O)Nc2ccccc2Cl)S(C)(=O)=O)c1	17.1
CCNC(=O)CN(c1ccc(OC)cc1)S(=O)(=O)c1ccc(C)cc1	-12.2
C/C(=C\C(=O)OCCOCCOC(=O)/C=C(\C)NC1CC(C)(C)NC(C)(C)C1)NC1CC(C)(C)NC(C)(C)C1	-9.4
CCC(=O)N(CCc1ccccc1)C1CC(=O)N(c2ccc(F)cc2)C1=O (centres undefined)	-4.3
O=C1Nc2ccccc2/C1=N/N=C/c1cccc(Oc2ccccc2)c1	-0.7
CCOc1ccc2nc(NC(=O)c3ccc(OCC(C)C)cc3)sc2c1	5.0
COC(=O)C1=C(C)NC2=C(C(=O)c3ccccc32)C1c1ccccc1OCc1ccc(Br)cc1 (centres undefined)	-16.5
CCOc1ccccc1NC(=O)c1ccc(CN2CCc3ccccc3C2)cc1	-9.9
COc1ccc(C2SCC(=O)N2CCc2ccc(OC)c(OC)c2)c(OC)c1 (centres undefined)	-2.8
S=c1[nH]nc(-c2cccc(Cl)c2)n1-c1ccccc1	1.4
COc1ccc(C(=O)Nc2ccccc2)cc1S(N)(=O)=O	22.2
COc1ccccc1NC(=O)c1c(NC(=O)Cc2ccccc2)sc2c1CCC(C)C2 (centres undefined)	-23.9
COC(=O)c1sc(NC(=O)C2CCCCC2)c(C#N)c1C	3.2
COc1cc(/C=N/n2c(C)nnc2C)ccc1O	9.5
CCN(CC)CCCCOc1ccc(Cl)cc1C	-1.8
CC1=NN(C(=O)c2ccccc2Cl)C(O)(C(F)(F)F)C1 (centres undefined)	-21.1
COc1ccc(OC)c(/C=N\NC(=O)COc2ccc(Cl)cc2Br)c1	-11.4
CCOC(=O)c1c(NC(=O)c2ccc(Cl)c(Cl)c2)sc(C(=O)Nc2ccccc2F)c1C	-12.4
CC1(C)CC(=O)c2c(nc(SC3C=CCCC3)c(C#N)c2-c2ccccc2)C1 (centres undefined)	-7.8
COC(=O)c1cc2nc(-c3ccc(OC)cc3)cc(C(F)(F)F)n2n1	-7.9
CC1CN(c2ccc([N+](=O)[O-])c(NCCO)c2)CCN1 (centres undefined)	22.0
CCOC(=O)C1=C(C)N=C2SCC(=O)N2C1c1ccc(C)cc1 (centres undefined)	-7.1
O=C(NCc1cccc(CNC(=O)NC2CCCCC2)c1)NC1CCCCC1	-1.1
O=C1NC(=O)C(=Cc2ccccc2OCc2ccccc2F)C(=O)N1	17.2
COC(=O)c1c(N)sc(C)c1-c1ccc(C(C)(C)C)cc1	91.3
CN(C)C(=S)S/C=C/C(=O)c1ccccc1	0.0
Cc1ccc(OCC(=O)Nc2ccc(C)cc2[N+](=O)[O-])c(Br)c1	3.7
O=c1[nH]c(=O)n(-c2ccccc2F)c(O)c1C=Nc1ccc(Cl)cc1	32.9
CN1C(=O)NC(=O)/C(=C/c2ccc(-c3ccc(Cl)cc3Cl)o2)C1=O	-31.4
O=C(CSc1ncn[nH]1)Nc1ccccc1Br	-28.7
CC1=CC(C)(C)N(C(=O)NC2CCCCC2)c2ccc(C)cc21	-17.6
COc1cc(/C=C2\C(=O)NC(=O)N(c3ccc(F)cc3)C2=O)ccc1OCC(=O)O	20.6
CC1=C(C(=O)OCCc2ccccc2)C(c2ccccc2OC(C)C)CC(=O)N1 (centres undefined)	-4.9
O=C(Cn1cc(Br)c(=O)n(CC(=O)Nc2ccccn2)c1=O)Nc1ccccn1	-2.9
CCOC(=O)C1=C(O)/C(=C/c2cc(C)n(-c3ccc(C)cc3C)c2C)N=C1C	-5.6
CC(O)c1cccc(NC(=O)c2cc3n(n2)C(C(F)(F)F)CC(c2ccc(Cl)cc2)N3)c1 (centres undefined)	0.3
CCc1ccc(-c2ncnn2-c2ccc(Cl)cc2)cc1	-15.1
COc1ccc(N2C(=O)CC(Sc3ncccc3C(=O)O)C2=O)cc1 (centres undefined)	15.7
Cn1c2ccc(Br)cc2c2nc3cc4ccccc4cc3nc21	-9.6
S=C(NCCN1CCOCC1)Nc1ccccc1	98.8*

New compounds follow.
structure	VHR inh color
O=C1CSC(=S)N1/N=C/c1ccc(Br)cc1	21.0
O=[N+]([O-])c1ccc(NCCCNS(=O)(=O)c2ccc(Cl)cc2)cc1	14.8
O=C(Nc1ccccc1[N+](=O)[O-])c1ccc2ccccc2n1	25.2
COc1ccc(Br)cc1CN1CCN(C(=O)COc2ccc(Cl)cc2)CC1	87.7
CC1(C)CC(Cc2ccccc2)(C(CN)CO)CCO1 (centres undefined)	3.7
Clc1ccc(Nc2nc(-c3cccs3)cs2)cc1	-16.0
CC(C)=C1C2CCC1C(C(=O)NCc1ccccc1)C2C(=O)O (centres undefined)	-8.1
COc1ccccc1N1CCN(C(=O)c2ccc(N(Cc3ccccc3)S(C)(=O)=O)cc2)CC1	-0.2
CCOC(=O)c1ccc(N/C(N)=N/c2nc(C(F)(F)F)cc(=O)[nH]2)cc1	5.8
Cc1cccc(C)c1OCC(O)CN1CCC(C)CC1 (centres undefined)	-0.2
CC1=C(C(=O)Nc2ccc(Cl)cc2)C(c2ccc(F)cc2)NC(=S)N1 (centres undefined)	3.2
COC(=O)c1c(N)sc(C)c1-c1cccc(Cl)c1	19.1

3 compounds already listed, ordered by heavy-atom count, low to high:
structure	VHR inh color
O=C(Nc1ccccc1[N+](=O)[O-])c1ccc2ccccc2n1	25.2
O=[N+]([O-])c1ccc(NCCCNS(=O)(=O)c2ccc(Cl)cc2)cc1	14.8
COc1ccccc1N1CCN(C(=O)c2ccc(N(Cc3ccccc3)S(C)(=O)=O)cc2)CC1	-0.2

(listing goes on)
structure	VHR inh color
COC(=O)CN(c1cccc(OC)c1)S(=O)(=O)c1ccccc1	-22.1
CCC(=O)Nc1nc2ccccc2n1CCN(C)C	-9.6
COc1cccc(/C=C2/C(=O)NC(=S)N(c3cccc(Br)c3)C2=O)c1O	3.5
Cc1ccccc1OCCCCN1CCCC1	-0.4
C=CCn1c(CCCN2C(=O)c3cccc4cccc(c34)C2=O)nnc1SCC(=O)OCC	-4.7
COc1ccc(OC)c(NC(=O)COc2ccccc2C)c1	-4.2
COc1ccc(OC)c(S(=O)(=O)N2CCCCC2)c1	-44.7
O=C(COC(=O)C1CCCN1C(=O)Oc1ccccc1)c1ccccc1 (centres undefined)	-6.4
COC(=O)CNC(c1ccccc1)c1cc(Br)ccc1NC(=O)CN1CCOCC1 (centres undefined)	-19.5
CC(=C\C(=O)O)/C(=C/c1ccc2ccccc2n1)C(=O)O	-14.5
Cc1cc(OCC(=O)OC(C)C)c2c(-c3ccccc3)cc(=O)oc2c1	-13.3
COCCCNC(=O)COc1ccccc1C	-15.2
COc1ccc(NC(=O)COc2ccc(Br)cc2C(C)(C)C)c([N+](=O)[O-])c1	-8.3
NC1=NC2(CCCCC2)N=C(Nc2cccc3ccccc23)N1	-12.5
O=C(Nc1cccc(C(F)(F)F)c1)c1ccc(OC2CSC2)cc1	9.4
Cc1ccc(NC(=O)c2cc(NC(=O)c3ccccc3)cc(NC(=O)c3ccccc3)c2)cc1	20.0
O=C(NC(=S)Nc1ccc([N+](=O)[O-])cc1O)c1ccc(F)cc1	-4.4
COC(=O)c1ccc(NC(=O)C2CC2(c2ccccc2)c2ccccc2)cc1 (centres undefined)	-18.4
Nc1nnc(SCC(=O)NCCc2ccccc2)s1	12.4
COc1cc(/C=C(\C#N)C(=O)Nc2cccc(Cl)c2)ccc1O	21.8
NC(N)=N/N=C/c1ccccc1OS(=O)(=O)c1ccccc1	-6.3
O=C(COc1ccc(Br)cc1)NCc1ccncc1	-1.7
CCOc1ccccc1N(CC(=O)Nc1ccc(C)cc1C)S(=O)(=O)c1ccccc1	-1.2
CC(=O)C1=C(O)C(=O)N(CCN(C)C)C1c1ccc(Cl)cc1 (centres undefined)	0.6
O=C(/C=C/c1c[nH]c2ccccc12)c1ccc(Cl)cc1	-3.6
CN(C)c1ccc(/C=N/NC(=O)c2ccco2)o1	-20.9
Cc1cccc(OCC(=O)N/N=C/c2c3ccccc3cc3ccccc23)c1	-6.4
COc1ccc(-c2nnnn2C)cc1S(=O)(=O)Nc1ccc(C)c(Cl)c1	-11.4
COc1ccc(N/C(C)=C/C(=O)c2ccc(F)cc2)cc1	-8.4
Cc1ccc(N2C(=O)c3ccc(C(=O)O)cc3C2=O)nc1	-34.1
COc1cc(/C=N/N=C2/NC(=O)C(CC(=O)Nc3cccc(Cl)c3Cl)S2)ccc1O (centres undefined)	-14.2
C=CC(=O)NC(NC(=O)C=C)c1ccc(OC)cc1	12.2
Cc1ccc(NC(=S)NNC(=O)CCn2c3ccccc3c3ccccc32)cc1	-4.1
O=S(=O)(c1ccc2ccccc2c1)n1nnc2ccccc21	-22.4
CCOc1ccc(C(=O)Nc2ccc3ccccc3c2)cc1[N+](=O)[O-]	14.2
COc1cccc(C(c2c(C)[nH]n(-c3ccccc3)c2=O)c2c(C)[nH]n(-c3ccccc3)c2=O)c1O	-9.2
COc1ccc(-c2ccc(C3NC(=O)c4c(sc5c4CCN(C)C5)N3)o2)cc1Cl (centres undefined)	40.9
NC(=O)c1cccc2c1-c1ccccc1C2	-29.6
COc1ccccc1NC(=O)c1c(NC(=O)c2cccc(C)c2)sc2c1CCC2	-9.1
O=[N+]([O-])c1ccc(N2CCOCC2)c(Cl)c1N1CCOCC1	-16.6
O=C(c1ccc(-c2ccc([N+](=O)[O-])cc2)o1)N1CCOCC1	-2.4
O=C1N=C(N2CCCCCC2)S/C1=C\c1ccccc1	-5.7
O=C(Nc1cccc(Br)c1)C(=O)NC1CCCC1	-18.7
O=C(NCCc1ccc(F)cc1)C(=O)Nc1cccc(Cl)c1	2.5
O=C(CCN1C(=O)/C(=C/c2cccs2)SC1=S)Nc1ccc(F)cc1	-14.4
CCOC(=O)c1sc(NC(=O)c2ccc(Cl)cc2Cl)nc1C	-19.2
O=C(NCCCc1ccccc1)C(Sc1ccccc1)c1ccccc1 (centres undefined)	-3.9
O=C(O)CCC(=O)NCc1ccc(Cl)cc1	-2.5
CN(CCO)S(=O)(=O)c1ccc(N)cc1	-2.9
O=C1C(Cl)=C(c2ccc(Cl)cc2)C(=O)N1c1ccc(Cl)cc1	-10.1
CCc1ccc(NC(=O)CSc2nnc(SCC(=O)Nc3ccc(CC)cc3)s2)cc1	-6.6
Cc1ccc(-c2nc3ccccc3o2)cc1NC(=S)NC(=O)c1ccc(Cl)cc1	-12.2

The list is partial; rates above refer to the full screens.
